# FXIa inh: blocks human coagulation factor XIa activity; P03951; 33,000 tested, 0.3% active; purified human FXIa, fluorogenic AMC substrate cleavage; AID 687; inhibition, % at 10 µM;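 active = inhibition above 40% in the primary screen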;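 note: 0% = enzyme without compound and 100% = blank wells lacking enzyme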
# Target sequence (P03951 19-387 limits assumed): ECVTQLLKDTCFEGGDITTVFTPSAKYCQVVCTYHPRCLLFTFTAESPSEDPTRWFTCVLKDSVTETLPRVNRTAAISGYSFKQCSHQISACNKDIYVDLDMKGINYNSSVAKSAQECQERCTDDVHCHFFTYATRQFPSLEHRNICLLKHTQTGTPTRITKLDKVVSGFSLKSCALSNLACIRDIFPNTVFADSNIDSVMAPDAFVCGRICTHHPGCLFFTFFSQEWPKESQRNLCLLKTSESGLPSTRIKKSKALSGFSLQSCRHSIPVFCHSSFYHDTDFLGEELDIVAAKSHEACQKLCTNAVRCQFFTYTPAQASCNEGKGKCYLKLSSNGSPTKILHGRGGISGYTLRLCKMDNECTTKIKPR
# Target sequence (P03951 388-625 limits assumed): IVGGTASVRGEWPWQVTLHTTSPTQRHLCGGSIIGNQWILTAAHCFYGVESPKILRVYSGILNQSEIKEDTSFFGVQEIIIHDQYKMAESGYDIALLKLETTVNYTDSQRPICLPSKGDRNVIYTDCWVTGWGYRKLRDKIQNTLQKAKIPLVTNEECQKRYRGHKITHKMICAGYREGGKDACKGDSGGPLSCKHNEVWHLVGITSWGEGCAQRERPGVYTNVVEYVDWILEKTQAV
# FXIIa inh: inhibitors of human coagulation factor XIIa. purified human FXIIa, AMC substrate fluorescence, 2 h. inhibition, % at 10 µM. 33,000 tested, 0.2% active; in the data active = inhibition above about 30%;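 note: 0% = enzyme with vehicle only and 100% = no enzyme blank; many of its hits are not listed in these tables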
# The depositor's hits bear a star. Only part of the results is shown, so the mix of outcomes need not match the whole.
SMILES	FXIa inh	FXIIa inh
CCCCOc1ccccc1C1C(C(N)=O)=C(C)Nc2nnnn21 (stereo not given)	3	4
COc1ccc(C)cc1NC(=O)CCS(=O)(=O)c1cccc2nonc12	25	-15
O=C(NCCc1ccccc1)c1ccco1	2	6
Cc1ccnc(NS(=O)(=O)c2ccc(N=CC3=C(O)CC(C)(C)CC3=O)cc2)n1	-10	7
O=[N+]([O-])c1nn(-c2ccc3c(c2)OCCO3)n(O)c1=NC1CCCC1	7	0
COc1ccc(NC(=O)c2ccccc2O)c(OC)c1	-2	0
CC1=CCC2C(=O)N(Cc3ccccc3)C(=O)C2C1 (stereo not given)	-1	-2
Cn1c(-c2ccc(C(=O)c3ccccc3)s2)nc2ccccc21	-3	-7
CC(=O)Nc1ccc(Oc2ccc3nc(C)[nH]c3c2)cc1	-2	1
COCCNC(=O)CCSc1nc(-c2ccc(OC)cc2)cc(C(F)(F)F)n1	3	2
CCOC(=O)c1cnc(-n2nc(C)cc2C)nc1Nc1ccc2c(c1)OCO2	-3	6
O=C(Cn1c(NCCCO)nc2ccccc21)c1cccc(Br)c1	2	-16
Cc1nnc(SCC(=O)Nc2ncc3c(n2)CC(c2ccccc2)CC3=O)s1 (stereo not given)	-10	7
CCSc1cc(C)nc2c(-c3ccc(Cl)cc3)c(C)nn12	0	5
O=c1c2cc(-c3ccccc3)sc2ncn1-n1cccc1	13	-12
CC(OC(=O)CCc1nc2ccccc2[nH]c1=O)C(=O)c1ccccc1 (stereo not given)	14	2
CCCCCC1CC(CC(=O)NC(=S)Nc2ccc([N+](=O)[O-])cc2)C(=O)O1 (stereo not given)	0	-1
Cc1snc(S(=O)(=O)/C(C#N)=N\Nc2ccccc2)c1C#N	8	10
COc1ccc(Cn2c(CCC(=O)Nc3ccc(C)c(C)c3)nc3cccnc32)cc1	31	-16
Cc1cc(N2CCOCC2)n2ncc(-c3ccccc3)c2n1	1	8
COc1ccc(-n2nnnc2SCc2nc3ccccc3s2)cc1	3	5
Cc1cccc(N2CCN(C(=O)n3ccnc3)CC2)c1C	-7	6
C=CCOc1c(CNc2ncn[nH]2)cccc1OC	27	-12
CCOc1ccc(C(=O)NCC(=O)OC2CCOC2=O)cc1OCC (stereo not given)	-10	9
CCOC(=O)c1c(C)nc2c3ccccc3ccn12	1	11
Nc1c(Cl)cc2c(c1Oc1ccccc1)C(=O)c1ccccc1C2=O	-6	9
Cc1c(CCC#N)c(N2CCCCC2)n2c(nc3ccccc32)c1C#N	-6	4
COc1ccc(NC(=O)C2CCCCN2N)cc1OCC(C)C (stereo not given)	-6	11
O=C(O)CCC(=O)N1CCN(c2nc(-c3ccccc3Cl)c3cc(Br)ccc3n2)CC1	-15	7
O=C(NCCN1CCN(C(=O)c2cccs2)CC1)C(=O)Nc1ccc(Br)cc1	-8	0
CCOc1ccc(C(=O)Nc2ccc(Cl)cn2)cc1Cl	-4	4
O=C(CSc1ccccc1)Nc1ccc(N2CCOCC2)cc1	-10	4
C=CCn1c(N)cc(=O)nc1SCC(=O)Nc1cccc2ccccc12	9	8
COc1ccc(CCN2C(=NC(=O)CC(C)C)SC3CS(=O)(=O)CC32)cc1 (stereo not given)	17	-16
CCN(C(=O)CSc1ncccc1C(=O)OC(C)C)c1cccc(C)c1	-12	8
CCOCCOCN(C#N)c1nc(OC)nc(N(C)C)n1	4	6
COc1cccc2sc(Nc3nnc(-c4ccc(F)cc4)o3)nc12	-7	4
O=C1C(Cl)=C(N2CCOCC2)C(=O)N1c1ccccc1	6	13
Cc1cc(C)n(-c2nc(NCCC(C)C)c3c4c(sc3n2)COC(C)(C)C4)n1	11	4
Clc1ccc(SCc2cn3cccnc3n2)cc1	5	5
COc1cccc(NC(=O)CSc2ncnc3c2cnn3Cc2ccccc2)c1	1	4
CCN(CC)c1ccc(NC(=O)CN2CCN(S(=O)(=O)c3cc(Cl)ccc3OC)CC2)cc1	-4	-1
CC(=O)Nc1ccc2nc(-c3ccncc3)[nH]c2c1	-1	11
COc1ccc(N2CCN(S(=O)(=O)Cc3ccccc3)CC2)cc1	23	-5
CCOC(=O)N1CCC(NC(=O)CCc2c(C)nc3nc(C)nn3c2C)CC1	6	4
COCCN(C(=O)CNC(=O)c1cccs1)C(C(=O)NC1CCCC1)c1cccs1 (stereo not given)	-4	4
CCn1cnc2c(cnn2-c2ccccc2)c1=O	-7	5
CC1(C)CC(=O)C(CC(=O)Nc2ccc(S(N)(=O)=O)cc2)=C(O)C1	5	3
C[C@]12CC[C@@H]3c4ccc(O)cc4[C@@H](O)C[C@H]3[C@@H]1CC[C@@H]2O	9	8
O=C1/C(=C\c2ccc3ccccc3c2)CCCc2ccccc21	1	2

# Compound profiles (already shown):
# Clc1ccc(SCc2cn3cccnc3n2)cc1 is entered as FXIa inh = 5; FXIIa inh = 5
# COc1ccc(NC(=O)C2CCCCN2N)cc1OCC(C)C (stereo not given) is entered as FXIa inh = -6; FXIIa inh = 11

# Next compounds follow:
SMILES	FXIa inh	FXIIa inh
COC(=O)CCS(=O)(=O)c1ccc(NC(C)=O)cc1	-6	5
CNS(=O)(=O)c1ccc(C)cc1	2	-1
COCCN(CCOC)C(=O)CC(=O)N(CCOC)CCOC	-9	7
CCSc1nc2ccccc2c(=O)n1OCC(=O)OC	-5	4
O=C(COC(=O)c1ccccc1NCc1ccco1)Nc1ccc2c(c1)OCO2	-21	-18
Cc1cccc(NC(=S)NC(NC(=O)c2ccco2)C(Cl)(Cl)Cl)c1 (stereo not given)	21	-17
CC(C)Cc1nc(SCC(=O)Nc2ccc(S(N)(=O)=O)cc2)n[nH]1	-5	-5
O=C(Nc1ccccc1)C1=C(N2CCOCC2)/C(=C/c2cccnc2)CC1	11	5
CCCNC(=O)C(Cc1ccccc1)NS(=O)(=O)c1ccc2c(c1)c(=O)n(C)c(=O)n2C (stereo not given)	4	5
Cc1ccc2nc(SCc3nnc(-c4ccccc4)o3)[nH]c2c1	-6	-6
CCC(=O)c1coc2ccc(O)cc12	2	1
CC(C)(C)n1nnnc1C(c1cccnc1)N1CCN(c2ccccc2)CC1 (stereo not given)	-5	3
COC(=O)c1ccc(Nc2nc(C)cc(=O)[nH]2)cc1	-1	-13
COC(=O)/C(=C/Nc1ccccc1)[N+](=O)[O-]	-5	23
CCCNC(=O)Cn1cnc2sc(C(=O)NCCN(CC)CC)c(C)c2c1=O	-1	9
Nc1c(Cl)cc(Cl)cc1C(=O)OCC(=O)N1CCCC1	-16	-10
Cn1nc(CC(=O)Nc2cccnc2N2CCOCC2)c2ccccc2c1=O	1	11
NC(=O)C1CCN(c2nnnn2-c2ccccc2)CC1	3	3
NC(=O)c1ccccc1OCC(=O)NS(=O)(=O)c1ccc(Cl)cc1	-5	2
COc1cc2c(cc1OC)CN(C(=O)NS(=O)(=O)c1ccc(C)cc1)CC2	-6	0
CC(C)CNC(=O)CCc1c[nH]c2ccccc12	-3	2
CC1CCCCC1NC(=O)C1CCN(S(=O)(=O)c2cccc3nsnc23)CC1 (stereo not given)	9	6
Cn1c(NC(=O)C2CC2)cc(=O)n(C)c1=O	-8	-10
COc1ccc(C2(O)CCN(CC(=O)Nc3nccs3)CC2)c(OC)c1	-4	8
CCCC(C(=O)Nc1nccs1)c1ccccc1 (stereo not given)	3	10
Cc1cc(C)n(C(=O)c2nn(C)c(C)c2[N+](=O)[O-])n1	-2	2
O=C1NC2(CCCCC2)C(=O)N1CCS(=O)(=O)Oc1ccccc1	-7	-1
Clc1ccc(CSc2nnnn2-c2ccc3c(c2)OCO3)c(Cl)c1	-4	8
Cn1c(SCc2ccccc2)nnc1-c1c[nH]c2ccccc12	8	6
CC(NS(=O)(=O)c1ccc(Cl)cc1)C(c1cccs1)N1CCN(C)CC1 (stereo not given)	-1	13
Cc1ccc(C(=O)N/N=C/c2sc(=O)n(Cc3cccc(C(=O)O)c3)c2Cl)cc1	10	9
OC(COc1ccc2ccccc2c1)Cn1cncn1 (stereo not given)	4	7
CCc1c(-c2ccccc2)nc(N)c(C#N)c1-c1cccs1	5	-12
CCCCn1ccnc1C(=O)c1cccc(S(=O)(=O)N2CC(C)CC(C)C2)c1 (stereo not given)	-8	6
O=C(NCCCCNC(=O)C1CCCC1)C1CCCC1	-4	1
COC(=O)c1ccccc1NC(=O)Nc1ccc2c(c1)OCO2	-8	-1
O=C(Nc1ccccc1)C1CCN(C(=O)c2ccccc2)CC1	-10	10
CC(C)(C)NC(=O)CSc1nc(O)cc(=O)n1-c1ccccc1	-5	2
CCCCS(=O)(=O)Nc1ccc2ncn(C)c(=O)c2c1	-2	1
CC1CCN(C(=O)CCNC(=O)Cn2cnc3sc4c(c3c2=O)CCCC4)CC1	-1	0
Cc1ccc(S(=O)(=O)N=Nc2c(O)[nH]c3ccccc23)cc1C	-6	11
CCCC(C)NS(=O)(=O)c1ccc(OC)c(C)c1 (stereo not given)	-4	14
Cc1ccccc1NC(=O)c1cc(S(=O)(=O)N2CCCCC2)cs1	0	8
COc1ccc(C)cc1S(=O)(=O)NC1CCCCC1C (stereo not given)	-2	7
Cc1ccc(NC(=O)CCN2C(=O)CSC2=O)cc1	-1	-3
O=C(Nn1cnnc1)c1csc2ccccc12	-2	2
CC(=O)OC(C(=O)NC1CCCCC1)c1ccccc1 (stereo not given)	4	-11
O=C1CCC(=O)N1CCC(c1ccc(F)cc1)c1ccco1 (stereo not given)	-2	14
C/C(=C\C(=O)c1ccccc1)Nc1ccc(N2CCOCC2)cc1	2	-2
Cc1onc(-c2c(F)cccc2Cl)c1C(=O)Nc1cccc(Cn2cccn2)c1	-2	6

# Continuation.
SMILES	FXIa inh	FXIIa inh
COc1cc(NC(=O)C2CC(=O)NC3=C2C(=O)CCC3)c(OC)cc1Cl (stereo not given)	-3	3
Cc1ccc(C)c(OCC(=O)NCCN(C)C)c1	1	7
Cn1nc(-c2ccccc2)c(-c2nc(-c3cccc(Cl)c3)no2)c1Cl	0	6
COC(=O)c1cc(OC)c(OC)cc1NC(=S)N1CCCC(CO)C1 (stereo not given)	4	7
Cc1cccnc1NC(=O)C12CCC(C)(C(=O)O1)C2(C)C (stereo not given)	1	4
Cc1cccc(N2CCN(C(=O)c3c(C)nn(Cc4ccccc4Cl)c3C)CC2)c1C	4	3
Sc1oc(-c2ccccc2)cc1C=Nc1ccccc1	1	4
CC1C(c2ccccc2)=[N+]([O-])C2(CCCCC2)N1O (stereo not given)	7	7
O=C1CC(c2ccccc2)n2nc(N3C(=O)CCC3=O)nc2N1 (stereo not given)	2	7
COc1ccc(C(=O)Nc2ccc(OC)c(OC)c2)cc1	-1	6
CC(NC(=O)c1ccccc1NC(=O)CSc1nnnn1C)c1ccccc1 (stereo not given)	-1	4
CCOC(=O)c1[nH]c2ccc(Br)cc2c1NC(=O)CCN1CCN(C(=O)OCC)CC1	0	-8
Cn1cnc2cc(NC(=O)c3ccco3)ccc21	2	-1
Cc1cc(=O)[nH]c(SCC(=O)Nc2ccc(C(=O)O)cc2)n1	33	-8
COc1ccc(-c2csc(NC(=O)CC(C)C)n2)cc1	-6	1
O=C(COC(=O)CC12CC3CC(CC(Br)(C3)C1)C2)NC(=O)NCc1ccco1	2	2
c1ccc2c(c1)nc(N1CCOCC1)c1nncn12	10	7
Cc1ccc(N=C(NOC(=O)c2ccccc2)c2nonc2N)c(C)c1	8	2
COc1ccc(S(=O)(=O)Nc2ccc(S(=O)(=O)N3CCOCC3)cc2)cc1	0	-13
COC(=O)C1CCN(c2cc(=O)n(C3CCCCC3)c(=O)[nH]2)CC1	-6	3
CCc1nc2ccccc2[nH]1	-6	5
COc1ccc(OCC(=O)N2CCN(c3cccc(Cl)c3)CC2)cc1	9	5
CCC(CC)C(=O)Nc1cccc(C(=O)Nc2nccs2)c1	2	5
Cc1cc(-c2ccccc2)nc(N(C)NC(=O)c2ccc(Cl)cc2)c1S(C)(=O)=O	-2	14
Cc1cc2c(cc1C)NC(c1ccccn1)C1=C(CC(C)(C)CC1=O)N2 (stereo not given)	4	9
Nc1cccc(-c2nc3ccccc3s2)c1	-5	-10
CN1C(=O)c2ccccc2C(C(=O)NCC2CCCO2)C1c1c[nH]c2ccccc12 (stereo not given)	3	2
COc1ccc(OC)c(C(=O)c2ccc(C(=O)c3cc(OC)ccc3OC)cc2)c1	4	13
CCOc1ccc2[nH]c(=O)c(CN(Cc3cccs3)C(CC)c3nnnn3C(C)(C)CC)cc2c1 (stereo not given)	4	3
CCOC(=O)c1cc(NC(=O)c2ccoc2C)cc(C(=O)OCC)c1	-4	2
O=C(NC1CC1)c1cc(-c2ccccn2)nc2ccccc12	3	-2
CS(=O)(=O)N(Cc1ccccc1F)c1ccccc1	-2	3
Cc1ccc(CCCOC(=O)C[N+]2(C)CCOCC2)cc1	-3	2
CCC(=O)N1c2ccccc2C(N(C(C)=O)c2ccccc2)CC1C (stereo not given)	3	5
CCOCCn1c(SCc2ccc(C)cc2)nc2c1c(=O)[nH]c(=O)n2C	4	8

# Part of the list above in a different format:
# Below each compound – FXIa inh	FXIIa inh
Nc1cccc(-c2nc3ccccc3s2)c1
    -5	-10
CN1C(=O)c2ccccc2C(C(=O)NCC2CCCO2)C1c1c[nH]c2ccccc12 (stereo not given)
    3	2
COc1ccc(OC)c(C(=O)c2ccc(C(=O)c3cc(OC)ccc3OC)cc2)c1
    4	13
CCOc1ccc2[nH]c(=O)c(CN(Cc3cccs3)C(CC)c3nnnn3C(C)(C)CC)cc2c1 (stereo not given)
    4	3
CCOC(=O)c1cc(NC(=O)c2ccoc2C)cc(C(=O)OCC)c1
    -4	2
O=C(NC1CC1)c1cc(-c2ccccn2)nc2ccccc12
    3	-2
